# High-throughput results from PubChem BioAssay.
# CFTR F508del cor: correctors of CFTR F508del function in bronchial epithelial cells. CFBE cells, YFP halide quenching; stimulated with forskolin plus potentiator P3; % fluorescence drop versus neutral controls. activity (quench increase), % at 7.58 µM. 350,000 compounds, 0.36% hits;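 active = mean added fluorescence quench of at least 8% versus neutral control, with both replicates also reaching 8%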;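 note: cells transiently co-express mutant CFTR-F508del with the halide-sensitive YFP; corrector assay measuring rescue of mutant channel to the surface after 24 h compound exposure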
# ERAP1 HTS inh: inhibitors of human ERAP1 aminopeptidase | Q9NZ08 | recombinant ERAP1, Leu-AMC fluorescence, 60 min | inhibition, % at 10.7 µM | 340,000 compounds, 0.15% hits | AID 652197;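 active = mean replicate inhibition of at least 30%, or all replicates individually reaching that 30% level; inactive = mean below 30% and not every replicate reaching it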;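 note: 0% = neutral control wells and 100% = L-leucinethiol positive control wells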
# Target sequence (Q9NZ08 whole entry, looked up): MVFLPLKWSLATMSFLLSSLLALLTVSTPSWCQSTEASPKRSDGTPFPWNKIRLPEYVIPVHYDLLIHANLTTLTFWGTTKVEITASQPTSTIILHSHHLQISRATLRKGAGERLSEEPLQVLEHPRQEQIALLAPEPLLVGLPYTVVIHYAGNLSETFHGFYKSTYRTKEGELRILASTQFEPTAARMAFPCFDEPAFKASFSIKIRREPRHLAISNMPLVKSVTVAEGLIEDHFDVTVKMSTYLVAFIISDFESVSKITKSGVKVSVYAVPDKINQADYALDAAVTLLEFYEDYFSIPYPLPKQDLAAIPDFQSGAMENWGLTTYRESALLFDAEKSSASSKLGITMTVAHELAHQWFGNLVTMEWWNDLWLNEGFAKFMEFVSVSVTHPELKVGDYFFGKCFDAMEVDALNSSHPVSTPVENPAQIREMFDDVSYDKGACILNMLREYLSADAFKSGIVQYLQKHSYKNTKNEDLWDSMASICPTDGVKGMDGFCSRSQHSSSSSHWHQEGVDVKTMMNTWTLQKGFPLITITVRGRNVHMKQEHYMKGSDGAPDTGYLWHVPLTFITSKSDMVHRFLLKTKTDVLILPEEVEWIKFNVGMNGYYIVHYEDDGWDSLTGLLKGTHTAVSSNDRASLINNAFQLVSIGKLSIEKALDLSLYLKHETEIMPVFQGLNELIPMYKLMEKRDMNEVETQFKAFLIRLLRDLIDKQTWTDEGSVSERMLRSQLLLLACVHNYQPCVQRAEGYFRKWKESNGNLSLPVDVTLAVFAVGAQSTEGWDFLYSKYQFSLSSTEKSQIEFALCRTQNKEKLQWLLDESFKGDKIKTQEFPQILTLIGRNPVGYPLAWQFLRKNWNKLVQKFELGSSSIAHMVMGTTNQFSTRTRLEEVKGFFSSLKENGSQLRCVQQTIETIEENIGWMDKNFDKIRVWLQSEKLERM
# esBAF inh: blocks esBAF chromatin remodeling in mouse ES cells. Bmi1-luciferase knock-in reporter, 24 h; 100% = twice the neutral-well signal. reporter increase, % at 12.5 µM. 350,000 compounds, 2% hits; in the data active = activation above about 40%;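 note: 0% = median of the plate's neutral control wells and 100% = double that signal; a rise in the Bmi1 reporter signal indicates esBAF inhibition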
# INS-1E GSIS act: primary screen for activators of insulin secretion dependent on glucose, INS-1E cells, GLuc reporter luminescence | INS-1E GLuc reporter insulin secretion, 2-3 h | activation, % at 16.6 µM | 370,000 compounds, 0.61% hits | AID 743287;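 active = lowest replicate activation of at least 40%, so every replicate reaches that level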;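 note: 0% = median of neutral control wells and 100% = median of IBMX positive control wells; some compounds called inactive have numbers as strong as hits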
# ARNT-TACC3 inh: disrupts binding between human ARNT and TACC3. AlphaScreen His-ARNT PAS-B/GST-TACC3 binding, luminescence; TACC3 fragment carries E629A point mutation. inhibition, % at 9.99 µM. 390,000 compounds, 0.66% hits;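 active = mean inhibition of replicates at least 50% and at least half of replicates each reaching 50%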;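 note: 0% = complete ARNT plus TACC3 wells and 100% = ARNT alone without TACC3; many hits fall short of the cut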
# RAD52 inh: RAD52 (human) annealing inhibition; P43351; recombinant RAD52 DNA annealing, FRET fluorescence; inhibition, % at 18.7 µM; 360,000 compounds, 0.46% hits; AID 651710;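 active = every replicate showing at least 50% inhibition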
# Xi reactivation: X-chromosome reactivation activator; 360,000 compounds, 0.055% hits; activation, % at 7.58 µM; XiGFP mouse fibroblasts, % GFP-positive cells imaging, 3 d; cells co-treated with 5-aza-dC sensitizer; scaled so ellipticine positive control = 100%;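 active = mean normalized replicate activation at least 10% and every replicate at or above 10%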;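 note: 0% = median of on-plate neutral control wells and 100% = ellipticine 6 µM median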
#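 Schedule: 3 d treatment, 15 min room-temperature fixation; system: 68-5-11 XiGFP fibroblast line; buffer or medium: DMEM plus 5-aza-dC sensitizer; control set: ellipticine 6 µM positive control; compound: one concentration, pinned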
# RAD54 branch: blocks human RAD54 Holliday junction branch migration; Q92698; FAM/BHQ fluorescence; inhibition, % at 10.4 µM; 360,000 compounds, 0.14% hits; AID 602329;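 active = mean normalized replicate activity at least 40 and at least half of replicates scoring 40 or more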;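 note: 0% = median of neutral control wells and 100% = median of positive control wells; inhibitors cause a drop in the FAM fluorescence signal; in these data hits start at about 50%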
# Starred values were filed as active, the others as inactive; i = inactive; / = not tested or not shown.
SMILES,CFTR F508del cor,ERAP1 HTS inh,esBAF inh,INS-1E GSIS act,ARNT-TACC3 inh,RAD52 inh,Xi reactivation,RAD54 branch
CN1C(=O)CSC1=Nc1cccc(Cl)c1,-1.4,-1.7,1.4,5.9,-7.1,-15.8,-0.1,3.2
Cc1cc(C(=O)COc2ccc3ccc(=O)oc3c2)c(C)n1C,-2.0,-4.7,/,5.9,-6.4,-14.5,0.0,/
O=C(Nc1ccc2c(c1)CN(Cc1ccco1)CC2)C1CCCO1 (stereo not given),1.3,0.6,10.1,1.0,1.5,-14.0,0.0,-6.4
CC(NC(=O)CC1Sc2ccccc2NC1=O)c1ccccc1 (stereo not given),-3.6,3.2,2.0,26.8,/,-19.1,0.1,-3.8
CC(Sc1ncc(C(F)(F)F)cc1Cl)C(=O)NCC1CCCO1 (stereo not given),/,8.6,/,-1.0,-2.7,-6.0,0.1,/
COC(=O)c1nnn(-c2ccc(F)c(Cl)c2)c1C(=O)OC,-2.2,10.5,/,-3.8,-12.8,-14.6,0.2,10.8
Nc1ncnc(NC2CCS(=O)(=O)C2)c1[N+](=O)[O-] (stereo not given),3.0,-0.6,-9.5,64.7*,-6.2,-15.7,-0.2,/
COCCNCCOc1ccccc1-c1ccccc1,/,5.5,/,14.1,/,-4.3,/,12.4
Cc1ccccc1OCC(=O)NNC(=O)CCc1ccccc1,-1.5,-0.5,1.2,5.4,-12.6,5.8,0.0,5.7
COc1cccc(CNc2ccc3c(c2)ncn3C)c1OC,-1.1,-1.9,21.5,0.0,7.6,15.5,0.0,0.6

# Entries from the list above containing fluorine (two):
SMILES,CFTR F508del cor,ERAP1 HTS inh,esBAF inh,INS-1E GSIS act,ARNT-TACC3 inh,RAD52 inh,Xi reactivation,RAD54 branch
CC(Sc1ncc(C(F)(F)F)cc1Cl)C(=O)NCC1CCCO1 (stereo not given),/,8.6,/,-1.0,-2.7,-6.0,0.1,/
COC(=O)c1nnn(-c2ccc(F)c(Cl)c2)c1C(=O)OC,-2.2,10.5,/,-3.8,-12.8,-14.6,0.2,10.8

# Further entries.
SMILES,CFTR F508del cor,ERAP1 HTS inh,esBAF inh,INS-1E GSIS act,ARNT-TACC3 inh,RAD52 inh,Xi reactivation,RAD54 branch
C[C@H]1CN([C@@H](C)CO)C(=O)c2cc(NC(=O)c3ccncc3)ccc2O[C@H]1CN(C)S(=O)(=O)c1ccc(F)cc1,-2.0,-3.1,-2.2,18.1,6.0,3.5,0.1,-17.5
CC1(C(=O)NCc2ccccc2)CN(S(C)(=O)=O)CC(=O)N1CCc1c[nH]c2ccccc12 (stereo not given),-1.3,0.0,/,-4.3,/,-8.7,-0.1,/
CCOC(=O)c1ccc(NC(=O)C2CC(O)CN2S(=O)(=O)c2ccc(C)cc2)cc1 (stereo not given),-0.1,-1.5,2.6,48.6,-0.1,-12.1,0.1,1.9
COc1ccccc1/C=C1\Oc2cc(OC(=O)N3CCOCC3)ccc2C1=O,0.3,/,/,-4.1,-1.9,-20.0,-0.1,/
O=C(COC(=O)c1cc2c(s1)CCCC2)Nc1ccc(Cl)cn1,/,-1.5,-11.9,0.3,-1.1,-15.4,-0.1,/
CCCCOc1ccc(C2/C(=C(/O)c3ccc4c(c3)CC(C)O4)C(=O)C(=O)N2CCCN2CCOCC2)cc1OC (stereo not given),-0.1,-3.6,-1.6,-3.8,4.8,-12.1,0.0,5.1
CCOC(=O)/C(C#N)=C/c1ccc(SC)cc1,-1.0,1.4,/,-5.0,29.1,-8.0,0.0,/
CC(C)NC(=O)Nc1ccc2c(c1)CC(=O)N([C@H](C)CO)C[C@@H](C)[C@@H](CN(C)C)O2,0.2,2.9,0.3,17.7,/,2.9,0.1,1.2
CO[C@@H]1CN(C)C(=O)c2ccc(NS(C)(=O)=O)cc2OC[C@H](C)NC[C@H]1C,-2.5,-0.5,0.0,0.6,-6.4,-10.4,0.1,0.7
CC(=O)c1cccc(NS(=O)(=O)c2cc3c(cc2C)NC(=O)CO3)c1,-0.6,-3.8,-0.5,3.1,-10.5,-9.7,0.0,-8.1
CNC[C@H]1Oc2c(NC(=O)Nc3ccc4c(c3)OCO4)cccc2C(=O)N([C@@H](C)CO)C[C@@H]1C,-2.2,-2.2,5.7,-3.3,4.1,-3.8,-1.0,1.4
CCOC(=O)C1CCN(Cc2cc(C(C)C)c(O)c(C(C)C)c2)CC1,1.2,4.9,/,-27.1,0.1,-11.6,0.1,/
CN(C)CCNC(=O)c1cccc2c(-c3ccc(F)c(F)c3)coc12,-1.4,2.8,-0.8,/,/,11.1,0.0,30.9
CC1=C(C(=O)Nc2cc(C(=O)N3CCC(C)CC3)ccc2C)SCCO1,-1.3,1.1,-2.1,5.8,-25.8,-15.5,0.0,-3.9
CCOC(=O)N1CCN(C(=O)c2cn(CC)c3ccc(S(=O)(=O)N4CC(C)CC(C)C4)cc3c2=O)CC1 (stereo not given),-2.8,-0.9,/,-6.0,0.9,8.1,-0.5,/
C[C@@H]1CN([C@@H](C)CO)C(=O)c2cc(NS(=O)(=O)c3ccc(F)cc3)ccc2O[C@@H](C)CCCCO[C@H]1CN(C)S(=O)(=O)c1cccs1,-1.4,-1.2,4.5,-26.1,-0.3,3.3,0.1,-9.1
COc1ccc(NC(=O)Nc2cccc3c2O[C@@H](CN(C)Cc2ccc(Oc4ccccc4)cc2)[C@H](C)CN([C@@H](C)CO)C3=O)cc1,-1.9,0.2,-1.6,-14.2,19.4,25.2,-0.1,-2.8
O=C(C[C@H]1CC[C@@H]2[C@H](COC[C@H](O)CN2CCc2ccccc2)O1)NCCCN1CCOCC1,-4.5,-4.4,-2.9,3.6,/,1.8,0.3,9.1
COc1cccc2c1C(=O)c1c(O)c3c(c(O)c1C2=O)CC(O)(C(=O)CO)CC3OC1CC(N(C)C)C(O)C(C)O1 (stereo not given),25.2*,6.2,/,/,11.1,i,2.8,/
O=c1cc(CN2CCN(c3ccccc3)CC2)c2ccccc2o1,-5.0,1.5,4.3,9.3,/,-8.7,0.0,-0.3
CNC(=S)N/N=C(\C)c1ccc(Cl)s1,-0.5,1.6,/,8.6,-0.7,-7.9,0.0,/
C[C@H](CO)N1C[C@H](C)[C@H](CN(C)C(=O)Nc2ccc(F)cc2)Oc2ccc(NC(=O)CCCCCC(=O)Nc3ccccc3N)cc2C1=O,-1.2,0.5,/,2.3,/,-14.5,0.1,/
CN(Cc1ccccc1)S(=O)(=O)c1cccc(C(=O)O)c1,4.8,-2.9,/,1.8,-5.7,8.7,0.0,/
COc1ccc2c3c(n(C)c2c1)[C@@H](CO)N(C(=O)CC1CC1)CC31CCN(C(=O)CC2CC2)CC1,3.2,2.0,/,-0.6,/,-3.8,0.1,/
CCc1ccc(NC(=O)N(C2CCC(C)CC2)C2CCN(C(C)=O)CC2)cc1 (stereo not given),/,/,13.2,6.8,-4.2,/,/,-3.1
CC(C)C(=O)Nc1cccc(-c2cnc3ccccc3n2)c1,/,/,32.7,4.0,-0.3,/,/,10.6
Cc1nnc(SCC(=O)N2CCN(c3ccccc3)CC2)n(N)c1=O,2.0,0.5,1.0,16.8,2.8,9.2,1.1,-4.7
Cc1ccccc1CC(=O)NC1CCCCCC1,-2.4,1.5,-2.3,6.4,-3.7,-16.1,1.0,-14.7
Cc1ccccc1CC1(CO)CCCN(C(=O)CCN2CCCO2)C1 (stereo not given),1.5,-2.5,-11.6,15.7,0.3,-2.0,0.0,-3.1
CC(=O)Nc1ccc(NC(=O)C(C)OC(=O)CCc2c[nH]c3ccccc23)cc1 (stereo not given),4.4,0.8,3.0,9.0,/,-1.5,0.0,1.7
CO[C@H]1CN(C)C(=O)c2cc(NC(C)=O)ccc2OC[C@H](C)N(C(=O)Cc2ccccn2)C[C@@H]1C,-2.3,3.6,1.7,3.3,-7.2,-11.8,0.3,0.4
CC(=O)Cn1c(CN2CCCC2)nc2ccccc2c1=O,0.5,0.6,/,-6.1,-0.4,-15.8,0.6,-6.0
O=C(NCCc1ccccc1F)C1C(=O)Nc2ccccc2C(=O)N1C1CCCCC1 (stereo not given),-2.2,-1.2,/,4.3,/,-8.6,0.1,/
CCOc1ccccc1N1CC(C(=O)Nc2cc(Cl)ccc2C)CC1=O (stereo not given),-3.1,-1.2,-5.0,-0.1,-1.2,-7.9,-0.1,-6.4
N#CCCN(C(=O)COC(=O)CSc1ccc(Cl)cc1)c1ccccc1,-1.5,1.6,-8.1,3.4,-2.8,-0.2,0.0,-3.7
COCCCNC(=S)N/N=C/c1ccc2c(c1)OCO2,-2.6,/,/,-4.8,3.2,-8.6,0.0,2.6
COc1ccc(S(=O)(=O)N(C)C[C@H]2Oc3ccc(NS(=O)(=O)c4ccccc4)cc3C(=O)N([C@H](C)CO)C[C@H]2C)cc1,-1.2,/,2.4,-2.5,17.4,/,-0.1,-2.0
CCCCCCOc1ccc(/C(C)=N/NC2=NCCN2)cc1[N+](=O)[O-],-0.5,-0.5,/,-6.8,/,41.5,-0.1,/
O=C(c1cccnc1)N1C[C@H]2[C@@H](c3ccccc31)[C@@H](CO)N2C(=O)C1CC1,-0.1,/,-1.6,14.3,-3.0,-8.1,0.0,-6.3
COc1ccc(NC(=O)[C@@H]2CCCN2C(=O)c2cccs2)cc1S(=O)(=O)N1CCCCC1,-1.9,0.0,-2.2,-0.3,-8.0,5.2,0.6,6.0
CCC(C)N(C(=O)CSc1nc2ccc(OC)cc2[nH]1)C1CCS(=O)(=O)C1 (stereo not given),0.9,5.8,/,7.1,1.5,4.2,0.0,/
Cc1cc(C)cc(OCC(=O)OCC(=O)Nc2cc(S(=O)(=O)N3CCOCC3)ccc2C)c1,-1.0,1.2,0.0,6.5,19.9,-9.5,0.0,-0.8
N#Cc1c(NC(=O)c2cnn3cccnc23)sc2c1CCCC2,1.8,-1.5,42.0*,15.5,-5.2,-10.7,0.8,-10.2
Cc1ccc2nc3ccc(N4CCCC4)nn3c(=O)c2c1,/,/,38.9,13.3,5.4,/,/,0.7
O=C(Nc1nc(-c2ccccc2)ns1)c1ccncc1,1.1,-1.0,/,-1.0,-24.8,-10.0,-0.1,-8.0
COc1ccc(C(=O)N/C(=C/c2cccnc2)C(=O)N2CCN(C)CC2)cc1OC,1.1,-0.1,-5.9,16.7,-7.2,-3.6,0.1,3.1
CC(C)NC(=O)N(C)C[C@@H]1Oc2ccc(NC(=O)c3ccncc3)cc2CC(=O)N([C@@H](C)CO)C[C@H]1C,2.5,-3.8,3.2,-10.1,-5.5,-3.0,-0.8,6.5
O=C(CS(=O)(=O)c1ccccc1)Nc1cccnc1,/,1.2,/,9.2,-3.5,7.8,0.1,/
O=C(C[C@@H]1CC[C@@H]2[C@H](COC[C@@H](O)CN2C(=O)Nc2ccc(C(F)(F)F)cc2)O1)NC1Cc2ccccc2C1,-1.1,1.7,5.4,-14.0,-0.4,-6.2,0.2,4.7
CCS(=O)(=O)Nc1ccc2c(c1)C(=O)N(C)[C@H]1CC[C@@H](CC(=O)NCc3ccccc3F)O[C@@H]1CO2,/,0.0,-4.3,-3.4,3.3,31.1,0.0,3.3
Cc1ccc(Nc2nc(N)c([N+](=O)[O-])c(N3CCOCC3)n2)cc1C,0.1,2.3,/,-5.9,/,-15.6,0.0,-1.1
C/C(CC(=O)NC1CCCC1)=N\NC(=O)Cc1cccs1,/,/,3.6,-1.4,-10.6,/,/,1.6
Cn1c(=O)n(Cc2ccc(F)cc2)c(=O)c2c1nc1n2CCN1Cc1ccco1,0.3,2.3,-1.6,5.4,19.9,-8.4,-0.1,-11.2
